# MITF inh – human MITF inhibition, primary screen; O75030; AlphaScreen MITF homodimerization, bead proximity signal; inhibition, % at 2.6 µM; hit rate 0.91% among 650,000; AID 1259374; in the data active = inhibition above about 50%;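 also: 0% = vehicle wells with protein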
# Target sequence (O75030 whole entry, looked up): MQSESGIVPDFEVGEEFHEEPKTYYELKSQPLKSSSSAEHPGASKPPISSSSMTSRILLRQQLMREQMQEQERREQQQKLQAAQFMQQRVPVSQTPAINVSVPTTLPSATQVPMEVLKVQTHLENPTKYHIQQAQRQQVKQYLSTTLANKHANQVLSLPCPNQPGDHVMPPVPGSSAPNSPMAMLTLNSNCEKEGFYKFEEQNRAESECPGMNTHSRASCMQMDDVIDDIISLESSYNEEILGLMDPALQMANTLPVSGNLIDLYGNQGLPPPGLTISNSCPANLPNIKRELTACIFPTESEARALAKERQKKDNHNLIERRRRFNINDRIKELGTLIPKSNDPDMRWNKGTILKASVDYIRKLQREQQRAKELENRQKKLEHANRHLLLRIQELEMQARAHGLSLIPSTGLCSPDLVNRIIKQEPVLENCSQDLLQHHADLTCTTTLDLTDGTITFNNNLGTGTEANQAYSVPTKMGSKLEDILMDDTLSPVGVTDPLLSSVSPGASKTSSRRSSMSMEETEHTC
# TEAD-YAP inh – TEAD-YAP interaction inhibition | inhibition, % at 9.12 µM | hit rate 1.4% among 640,000 | HEK-TIYL cells, TEAD-Gal4/YAP UAS-luciferase luminescence; in the data active = inhibition above about 32%;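 also: 0% = median of test compound wells and 100% = reference inhibitor wells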
# FBW7 activator – activators of human E3 ligase FBW7 | AlphaScreen FBW7–phospho-cyclin E peptide binding, activator screen | hit rate 0.13% among 650,000 | normalized activity (activation), % at 26.1 µM | Q969H0 | AID 1259310; in the data active = normalized activity above about 1.9%;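 also: purified mutant Fbw7 with reduced substrate affinity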
# GPR151 ag – human GPR151 activation; PathHunter beta-arrestin GPR151 cells, luminescence; activation, % at 11.2 µM; hit rate 1% among 650,000; Q8TDV0; in the data active = activation above about 4.9%;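 also: 0% = median of compound wells and 100% = cells with positive control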
# Target sequence (Q8TDV0 whole entry, looked up): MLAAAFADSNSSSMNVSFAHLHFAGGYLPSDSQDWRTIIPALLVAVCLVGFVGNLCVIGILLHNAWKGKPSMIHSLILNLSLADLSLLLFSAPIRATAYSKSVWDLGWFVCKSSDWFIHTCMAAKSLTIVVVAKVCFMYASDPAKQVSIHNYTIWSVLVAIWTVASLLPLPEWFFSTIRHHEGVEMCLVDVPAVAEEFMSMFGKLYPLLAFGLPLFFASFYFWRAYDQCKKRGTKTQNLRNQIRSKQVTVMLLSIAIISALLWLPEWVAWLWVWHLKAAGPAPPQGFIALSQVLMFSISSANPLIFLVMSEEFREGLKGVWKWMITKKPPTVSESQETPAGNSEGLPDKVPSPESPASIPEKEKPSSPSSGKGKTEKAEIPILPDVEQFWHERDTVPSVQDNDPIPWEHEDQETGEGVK
# Active calls of the source: *; & = joins results of further samples. Random draw from the library; overall some 3.4% were active at least once.
# The first six records as a preview:
entry	Compound	MITF inh	TEAD-YAP inh	FBW7 activator	GPR151 ag
1	Cc1nnc(SCC(=O)NCCC(c2ccccc2)c2ccccc2)s1	-5	4	0.1	5.0*
2	O=C(NCc1ccccc1)C(=O)Nc1cc(Cl)ccc1Cl	-2	-10	0.1	1.0
3	CCN(CC)CCNC(=O)c1ccc2c(=O)n(CCOC)c(=O)[nH]c2c1	-9	5	-0.1	-0.2
4	O=C(NCC1CCC2(CCN(Cc3ccccn3)CC2)O1)c1ccc(F)cc1Cl (centres undefined)	4	12	0.2	-1.3
5	Cc1ccc(CNC(=O)CN(Cc2ccccc2)S(=O)(=O)c2ccccc2)cc1	12	5	0.2	-0.5
6	COc1ccccc1CC(=O)N1CCCCC1c1nc2ccccc2[nH]1 (centres undefined)	1	13	0.0	0.4

# Results, repeating the preview:
entry	Compound	MITF inh	TEAD-YAP inh	FBW7 activator	GPR151 ag
1	Cc1nnc(SCC(=O)NCCC(c2ccccc2)c2ccccc2)s1	-5	4	0.1	5.0*
2	O=C(NCc1ccccc1)C(=O)Nc1cc(Cl)ccc1Cl	-2	-10	0.1	1.0
3	CCN(CC)CCNC(=O)c1ccc2c(=O)n(CCOC)c(=O)[nH]c2c1	-9	5	-0.1	-0.2
4	O=C(NCC1CCC2(CCN(Cc3ccccn3)CC2)O1)c1ccc(F)cc1Cl (centres undefined)	4	12	0.2	-1.3
5	Cc1ccc(CNC(=O)CN(Cc2ccccc2)S(=O)(=O)c2ccccc2)cc1	12	5	0.2	-0.5
6	COc1ccccc1CC(=O)N1CCCCC1c1nc2ccccc2[nH]1 (centres undefined)	1	13	0.0	0.4
7	Cc1nn(-c2ccc(F)cc2)c(C)c1CN1CCN(C(C)C)C(CCO)C1 (centres undefined)	-2	2	-0.2	0.7
8	CCOCCOC(=O)C1=C(C)NC2=C(C(=O)CCC2)C1c1coc2ccc(C)cc2c1=O (centres undefined)	-2&4	11&6	0.5&0.8	1.0&-0.8
9	COc1ccc(C(=O)Nc2c(C)cccc2C)cc1[N+](=O)[O-]	7	5	-0.1	0.7
10	CCC(=O)N1c2ccccc2NC2=C(C(=O)CC(c3ccc(C(C)(C)C)cc3)C2)C1c1cccs1 (centres undefined)	-2	6	-0.1	1.1
11	O=C(Nc1ccc(F)cc1F)Nc1ccccc1C(=O)NCCN1CCNC1=O	1	-2	-0.1	2.5
12	Cc1cccc(-c2nnc(SCC(=O)Nc3ccc(F)cc3)n2C)c1	7	4	-0.3	-0.9
13	COc1ccccc1C(=O)NCC(=O)NNc1ncnc(N)c1[N+](=O)[O-]	2	-7	-0.1	0.4
14	COc1ccc(CCn2c(=O)[nH]c3ncccc3c2=O)cc1OC	14	-3	0.8	-1.3
15	O=C(Nc1ccc(Cl)cc1)NN1CC(=O)N(c2ccccc2F)CC1=O	-3	-3	-0.2	1.5
16	CCOC(=O)c1sc2nc(SCc3cccc(Cl)c3)n(CCC3=CCCCC3)c(=O)c2c1C	-3	2	0.4	-2.7
17	Cc1ccc(C)c(NC(=O)Cn2cccc2)c1	-4	-6	-0.2	0.0
18	CCOC(=O)N1CCN(C(=O)c2ccc(CS(=O)Cc3ccc(C)cc3)o2)CC1 (centres undefined)	-9	10	-0.1	-0.8
19	Cc1ccc2c(c1)N(C(=O)CCC(=O)O)CCO2	7	0	0.0	-0.1
20	CC(=O)N(C)c1ccc(NC(=O)COc2ccc(C)c(C)c2)cc1	-14	-8	0.0	-0.5
21	COCCOC(=O)C1=C(C)Nc2[nH]c(=S)[nH]c(=O)c2C1c1cccc([N+](=O)[O-])c1 (centres undefined)	15	-2	0.2	1.9
22	Clc1ccc(-c2csc(NNC3=NCCCCC3)n2)cc1	7	-39	-0.1	-0.3
23	CC1=CC2=NC(=O)/C(=C\c3ccc(OC(=O)c4ccccc4F)c(Cl)c3)C(=N)N2O1	10	4	0.3	0.7
24	CCCn1c(NCc2ccccn2)nc2ccccc21	1	-8	-0.2	0.4
25	Clc1cccc(C2CC(c3ccc(I)cc3)Nc3nnnn32)c1 (centres undefined)	0	0	-0.3	-0.3
26	CCc1ccc(NC(=O)c2cc(S(=O)(=O)N3CCCC(C(=O)O)C3)ccc2F)cc1 (centres undefined)	14	-1	-0.1	0.9
27	CCN(CC)C(=O)C1=C(C)Nc2nc3ccccc3n2C1c1cccc(OC)c1 (centres undefined)	1	10	0.2	-1.6
28	COc1ccc(OC)c(/C=N/NC(=O)c2cc[n+](Cc3ccccc3)cc2)c1	-1	4	0.4	1.9
29	NC(=O)C1CCN(c2ncnc3c2oc2ccccc23)CC1	3	-6	0.0	-0.9
30	CC(c1ccccc1)c1cc(C(=O)NCC2(C)COC2)on1 (centres undefined)	1	-54	0.0	1.0
31	CSc1ccc(Cl)c(C(=O)Nc2ccc(C)cn2)c1	-4	-8	0.0	-0.9
32	O=C(CSc1ccc2nnc(-c3cccs3)n2n1)Nc1ccc2c(c1)OCO2	23	16	0.1	-1.3
33	O=C1C(Cl)=C(Cl)C(=O)N1c1cc(Cl)ccc1Cl	49	23	-0.1	0.3
34	O=Cc1ccccc1-c1ccc(N2CCN(c3c(Cl)cncc3Cl)CC2)nc1	13	0	-0.3	1.8
35	CCn1c(C(=O)O)c(CNC2CCCCCCC2)c2ccc(C)cc21	0	3	-0.1	-0.4
36	COc1cccc(N2CCN(C(=O)CNS(=O)(=O)c3cccs3)CC2)c1	6	-6	0.0	0.1
37	COc1cc(OC)cc(C(=O)OC2CCCCC2=O)c1 (centres undefined)	-6	1	0.1	0.8
38	Cc1ccc(C(C(=O)O)c2ccc(C)cc2)cc1	-7	0	-0.1	0.0
39	S=C(NCc1ccccc1)NCC1COc2ccccc2O1 (centres undefined)	9	2	0.0	0.7
40	COC(=O)c1sc(S(=O)(=O)N2CCCCC2)c(C(=O)OC)c1C	2	2	-0.1	0.4
41	O=C(O)COc1c(Cl)cc(C=C2C(=O)NC(=S)NC2=O)cc1Cl	17	0	0.1	0.9
42	Cc1cc(=O)c(C(=O)OCc2ccc(C#N)cc2)nn1-c1ccccc1[N+](=O)[O-]	-1	-24	-0.1	-0.2
43	CCOc1ccc(NC(=O)c2cc3nc(-c4ccc(OC)cc4)cc(C(F)(F)F)n3n2)cc1	-8	-3	-0.2	1.0
44	CS/C(=C\[N+](=O)[O-])Nc1ccc(C(C)C)cc1	-16	54*	0.1	-0.5
45	COc1cccc(OC)c1C(=O)Nc1c2c(nn1C(C)(C)C)CSC2	-8	3	-0.2	-0.7
46	O=C(Nc1nnc(-c2ccccc2)o1)Nc1ccccc1[N+](=O)[O-]	-21	-4	0.5	-1.1
47	CCc1cccc(C)c1NC(=O)CN1C(=O)C2(SCC(=O)N2c2ccc(F)cc2)c2ccccc21 (centres undefined)	0	-8	0.0	-0.6
48	Cc1ccc(S(=O)(=O)NC2(C(F)(F)F)NC(=O)N(Cc3ccccc3)C2=O)cc1 (centres undefined)	6	8	0.1	-0.5

# Pulled by compound from the entries so far (4):
entry	Compound	MITF inh	TEAD-YAP inh	FBW7 activator	GPR151 ag
40	COC(=O)c1sc(S(=O)(=O)N2CCCCC2)c(C(=O)OC)c1C	2	2	-0.1	0.4
38	Cc1ccc(C(C(=O)O)c2ccc(C)cc2)cc1	-7	0	-0.1	0.0
44	CS/C(=C\[N+](=O)[O-])Nc1ccc(C(C)C)cc1	-16	54*	0.1	-0.5
41	O=C(O)COc1c(Cl)cc(C=C2C(=O)NC(=S)NC2=O)cc1Cl	17	0	0.1	0.9

# Additional compounds follow:
entry	Compound	MITF inh	TEAD-YAP inh	FBW7 activator	GPR151 ag
49	CCOC(=O)c1cnc2c(C)cccc2c1Nc1ccc(N2CCOCC2)cc1	10	2	-0.1	0.7
50	COC(c1ccccc1)c1nnc(CCC(=O)NC2C3CC4CC(C3)CC2C4)o1 (centres undefined)	10	-6	0.0	0.0
51	COc1ccc(C2=NN(C(=O)c3cccs3)C(c3ccc(OC)cc3)C2)cc1 (centres undefined)	-18	6	-0.2	-1.5
52	NNc1c(O)c(C(=O)O)cc2ccccc12	11	-9	1.6	-1.5
53	CC(=O)c1cccc(-c2cccc(C(=O)NCc3ccccc3)c2)c1	-4	4	0.2	0.6
54	Cc1ccc(S(=O)(=O)N2CCN(c3ccc(-c4ccco4)nn3)CC2)c(C)c1	0	-8	-0.3	0.7
55	CCn1c(SCC(=O)Nc2nc3ccc(OC)cc3s2)nnc1-c1ccoc1C	2	-22	-0.1	-0.3
56	CCc1cc(C)cc(OCC(O)Cn2c(C(C)C)nc3ccccc32)c1 (centres undefined)	0	-11	-0.2	-1.2
57	O=C(NCc1ccc2c(c1)OCO2)C(=O)NCC1OCCN1C(=O)c1ccc(Cl)cc1 (centres undefined)	3	4	0.0	-2.0
58	CCC1(C(=O)c2ccccc2)C(c2ccc(Cl)cc2)C1(C(=O)OC)C(=O)OC (centres undefined)	9	11	-0.1	0.5
59	CCOC(=O)/C(=C\Nc1ccc(F)c(F)c1)[N+](=O)[O-]	14	7	0.0	0.7
60	Cc1ccc(-n2nc3c(c2NC(=O)c2ccccc2Cl)CSC3)cc1	17	1	0.3	0.5
61	COc1ccc2nc(C)cc(Nc3cccc(C(C)=O)c3)c2c1	0	23	0.0	-0.3
62	O=C(c1nc2sccn2c1CN1CCSCC1)N1CCCCC1	5	-2	-0.1	1.0
63	O=C(O)c1cc(S(=O)(=O)N2CCCCC2c2cccnc2)ccc1F (centres undefined)	13	0	0.2	-1.5
64	CCN(CC)C(=N)/C(C#N)=N\Nc1ccc(C)cc1	-1	-69	-0.1	-0.3
65	C/C(=C\c1ccccc1)C(=O)Nc1ccccc1C(=O)O	17	37*	0.2	-12
66	CC(C)NC(=O)CNC(=O)Cn1cnc2ccccc2c1=O	2	7	0.1	-1.6
67	CCC(C)c1ccccc1OCC(=O)Nc1ccccc1C#N (centres undefined)	13	0	-0.2	1.8
68	O=C(Cn1cnc2c(sc3cccc(F)c32)c1=O)Nc1ccc(Br)cc1	6	6	-0.1	-0.3
69	O=C(O)C1(NCc2ccccc2Cl)CCCCC1	12	17	0.2	-1.3
70	COc1ccc2c(C)c(C)c(=O)oc2c1I	-3	-10	0.1	0.1
71	COc1ccc(NC(C)C(=O)N/N=C/c2cccc(Br)c2)cc1 (centres undefined)	0	7	-0.1	0.3
72	COc1ccc(N2CCN(C(=O)c3ccc([N+](=O)[O-])cc3)CC2)cc1	-2	-4	0.0	-0.4
73	CC(=O)Nc1ccc(S(=O)(=O)N2CCN(C3CCC(C)CC3)CC2)cc1 (centres undefined)	26	-11	-0.2	1.6
74	CC(C)Cn1c(N)c(C(=O)COC(=O)c2ccc(OC(F)(F)F)cc2)c(=O)n(C)c1=O	-5	6	-0.1	0.3
75	Cc1nc(N2CCC(C)CC2)c2c(C)c(C(=O)Nc3ccccc3C(F)(F)F)sc2n1	-1	0	0.0	2.0
76	O=C(Cn1ncc2c([nH]c3ccccc32)c1=O)Nc1cccc(Cl)c1	5	8	0.1	3.4
77	CC(NC(=O)c1ccc(C(=O)c2ccccc2)cc1)c1ccc(S(N)(=O)=O)cc1 (centres undefined)	-2	10	-0.2	0.5
78	COc1ccc(C2CC(=O)C3=C(C2)Nc2ccccc2NC3c2ccc(O)cc2)cc1OC (centres undefined)	-5	2	0.0	-1.5
79	CC(C)n1cnc2c(NCCc3ccc(O)cc3)nc(-c3ccccc3)nc21	2	15	-0.1	-1.1
80	Cc1nn(C)c(C)c1S(=O)(=O)N(CC(=O)N1CCC(C)CC1)c1ccc(C(C)C)cc1	10	13	0.0	0.4
81	O=C(Nc1ccc(-c2nc3ccccc3[nH]2)cc1)c1cccc(Br)c1	13	-45	1.4	0.1
82	COc1ccc(NC(=O)N2c3ccc(OC)cc3C(C)=CC2(C)C)cc1	19	-22	-0.4	0.3
83	Cc1c(CCNS(=O)(=O)c2ccccc2)sc2nc(-c3ccc(F)cc3)nn12	10	19	0.8	-2.1
84	Cc1sc(NC(=O)c2ccc(Cl)s2)c(C(N)=O)c1C	-6	-61	0.0	-1.5
85	Cc1cc2c(cc(C(=O)OC(C(=O)NC(C)(C)C)c3ccccn3)n2C(C)C)o1 (centres undefined)	5	-11	-0.3	2.3
86	O=C(Nc1nccs1)c1cccc(S(=O)(=O)N2CCOCC2)c1	-5	8	-0.1	0.8
87	COc1cc(OC)c(C=O)c(OC(=O)N2CCOCC2)c1	-2	3	0.0	1.5
88	O=C(CNC(=S)N(Cc1ccc(F)cc1)C1CCCCC1)NCc1ccc(F)cc1	16	14	1.4	-1.8
89	CCOc1cc(/C=C2\N=C(c3cc(I)ccc3Cl)OC2=O)cc(Cl)c1OCc1cccc(C)c1	14	-2	0.6	0.4
90	CCc1sc(N)nc1-c1ccccc1	9	5	-0.1	-0.6
91	O=C(COC(=O)CCc1c[nH]c2ccccc12)NCCN1C(=O)CSC1=O	12	6	-0.1	-1.2
92	COc1ccc(CN2CCN(Cc3ccccn3)CC2CCO)c(F)c1 (centres undefined)	-4	-4	0.0	1.0
93	Cn1c(=O)n(CC(=O)NC2CCCCC2)c2cccnc21	9	1	0.3	-0.4
94	Cc1cc(C)c(S(=O)(=O)Nc2cc(C(F)(F)F)ccc2Cl)c(C)c1	-3	11	0.0	-0.3
95	O=c1c(C=Nc2ccccc2)c(O)c2c(n1-c1ccccc1)CCCC2	17	-6	0.1	2.7
96	CCOCCOC(=O)C1=C(C)NC(=O)NC1c1ccc(OCc2ccccc2)cc1 (centres undefined)	5	-6	0.7	0.2
97	CC(C)(C)c1cc(C(=O)N2CCC(C(=O)c3nccs3)CC2)n[nH]1	6	-2	-0.1	-0.9
98	Cn1c(=O)c2c(SCC(N)=O)nc(-c3cccs3)nc2n(C)c1=O	-2	-7	-0.3	0.1
